ADAM10 inh: ADAM10 inhibition, QFRET primary screen | O14672 | recombinant ADAM10, EDANS/DABCYL FRET peptide cleavage, 3 h | inhibition, % at 7 µM | hit rate 0.62% among 370,000 | AID 720582;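 active means inhibition above a per-campaign cutoff equal to the mean of compounds falling between control-based bounds plus 3 SD, cut at about 20% in these data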;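 further: 0% = DMSO wells while the 100% control is not disclosed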
hgDAF12 agonist: agonists of H. glycines DAF-12 nuclear receptor. HEK293 GAL4-hgDAF12 UAS-luciferase reporter, agonist luminescence; normalized to butyrate control. activation, % at 6.8 µM. hit rate 1.8% among 370,000. AID 687014;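 active means activation above a cutoff set at the mean of all screened compounds plus 3 SD, cut at about 10% in these data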;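 further: 0% = DMSO wells and 100% = sodium butyrate wells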
hcDAF-12 act: H. contortus DAF-12 activation, primary screen; activation, % at 6.8 µM; hit rate 1.4% among 370,000; HEK293 hcDAF-12 lit1-tk-luc reporter, luminescence; 0% DMSO, 100% Δ7-dafachronic acid;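 active means activation above the mean of all tested compounds plus 3 SD, cut at about 5.5% in these data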;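 further: 100% = response to 3 µM Δ7-dafachronic acid high control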
ssDAF12 agonist: S. stercoralis DAF-12 activation, primary screen. hit rate 1% among 370,000. HEK293 ssDAF-12/GRIP1 lit1-tk-luc reporter, luminescence; % of 3 µM dafachronic acid response. activation, % at 6.8 µM;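 active means activation above the mean over all tested compounds plus 3 SD, cut at about 0.9% in these data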;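 further: 0% = DMSO-only wells and 100% = 3 µM delta7-dafachronic acid wells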
NPR1 activator: GC-A (human) enzyme activation. P16066. activation, % at 10 µM. HEK293 GC-A cells, cGMP TR-FRET, EC30 ANP; 0% at EC30 ANP, 100% saturating ANP. hit rate 0.14% among 370,000; in the data active means activation above about 40%
SMARCA2 act: SMARCA2 function activation, primary screen; MG213 cells, MMTV-luciferase reporter, dexamethasone, overnight; activation, % at 9.1 µM; hit rate 1% among 370,000; AID 652017; in the data active means activation above about 7.8%;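 further: 0% = vehicle wells and 100% = reference activator wells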
DAX1 inh-1: blocks DAX1 repression of SF-1 activated StAR promoter; hit rate 1.1% among 370,000; inhibition, % at 6.8 µM; HEK293T StAR-luciferase reporter, SF-1/DAX-1 repression relief; AID 652010;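 active means inhibition above the mean over all tested compounds plus 3 SD, cut at about 3.6% in these data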;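 further: 0% = DAX-1 cells with DMSO and 100% = cells lacking DAX-1 with DMSO; higher inhibition means more luminescence from relief of DAX-1 repression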
sPLA2-III inh: Inhibits HGIII-sPLA2 liposome hydrolysis, primary screen. QFRET BODIPY PC-A2 liposome hydrolysis, fluorescence. Q9NZ20. inhibition, % at 12.2 µM. hit rate 0.56% among 370,000;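 active means inhibition above mean plus 3 SD of compounds lying within the high and low control bounds, cut at about 19% in these data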;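 further: 0% = median of test compound wells and 100% = no enzyme DMSO wells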
Target sequence (Q9NZ20 whole entry, looked up): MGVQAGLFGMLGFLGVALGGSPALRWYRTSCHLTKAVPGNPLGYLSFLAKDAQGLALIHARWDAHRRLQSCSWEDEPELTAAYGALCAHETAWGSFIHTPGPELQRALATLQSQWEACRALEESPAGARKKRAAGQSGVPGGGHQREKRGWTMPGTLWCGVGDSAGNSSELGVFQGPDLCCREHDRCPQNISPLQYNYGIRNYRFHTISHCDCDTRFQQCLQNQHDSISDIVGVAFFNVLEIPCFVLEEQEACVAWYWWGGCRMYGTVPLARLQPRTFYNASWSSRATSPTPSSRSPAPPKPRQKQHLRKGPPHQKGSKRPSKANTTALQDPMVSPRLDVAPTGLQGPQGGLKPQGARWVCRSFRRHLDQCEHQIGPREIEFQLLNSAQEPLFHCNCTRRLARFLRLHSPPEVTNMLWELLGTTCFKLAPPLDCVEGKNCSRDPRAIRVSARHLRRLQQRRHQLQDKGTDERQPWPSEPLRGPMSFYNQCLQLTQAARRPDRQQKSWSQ
DAX1 inh-2: inhibitors of human orphan nuclear receptor DAX1 (NR0B1); AID 504766; P51843; inhibition, % at 6.75 µM; HEK293 Gal4-DAX1 luciferase reporter, luminescence; hit rate 0.99% among 340,000;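 active means inhibition above the mean over all tested compounds plus 3 SD, cut at about 4.2% in these data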;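 further: 0% = DAX1-transfected cells with DMSO and 100% = empty-vector control cells with DMSO; inhibition shows as a rise in luminescence from relieved DAX1 repression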
Target sequence (P51843 207-470 limits assumed): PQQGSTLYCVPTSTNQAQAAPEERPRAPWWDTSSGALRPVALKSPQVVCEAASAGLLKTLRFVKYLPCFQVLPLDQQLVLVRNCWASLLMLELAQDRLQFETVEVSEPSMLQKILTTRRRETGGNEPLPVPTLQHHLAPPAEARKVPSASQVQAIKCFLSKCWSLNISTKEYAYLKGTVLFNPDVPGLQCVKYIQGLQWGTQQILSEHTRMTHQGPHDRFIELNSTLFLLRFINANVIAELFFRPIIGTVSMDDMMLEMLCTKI
FXN GAA850 act: increases GAA850 frataxin promoter reporter activity | HEK293 lucGAA850 FXN promoter luciferase reporter, 24 h; percent of 10 µM SAHA response | activation, % at 6 µM | AID 540364 | hit rate 0.56% among 360,000;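 active means activation above the average of all compounds screened plus 3 SD, cutoff fixed separately per campaign, cut at about 7.5% in these data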;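 further: 0% = DMSO wells and 100% = 10 µM SAHA wells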
NPR2 activator: GC-B (human) receptor activation. P20594. HEK293-GC-B cells, CNP EC30, cGMP TR-FRET; 0% at EC30 CNP, 100% saturating CNP. activation, % at 10 µM. hit rate 0.11% among 370,000;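 active means activation at 10 µM reaching about 35% in either raw or pattern-adjusted values, limit read from the data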
An asterisk follows results filed as active; / = not tested or not shown.

nr | Compound | ADAM10 inh | hgDAF12 agonist | hcDAF-12 act | ssDAF12 agonist | NPR1 activator | SMARCA2 act | DAX1 inh-1 | sPLA2-III inh | DAX1 inh-2 | FXN GAA850 act | NPR2 activator
1 | Cc1ccc(NCc2ccccc2F)cc1 | 2 | 4.3 | 6.2* | -0.4 | 4 | 1 | 0.3 | 5 | 0.0 | -0.9 | 3
2 | COCc1nnc(NS(=O)(=O)c2ccc(Br)cc2)s1 | 0 | 1.5 | 3.1 | 0.7 | 0 | 1 | 0.8 | -12 | 1.1 | 0.6 | -2
3 | O=C1NCN(CCO)CN1 | 4 | -1.8 | -1.4 | -1.1 | 1 | -3 | -0.4 | 0 | 0.6 | 0.7 | 2
4 | CCc1cc(-c2[nH]ncc2-c2nc3ccccc3n2C)c(O)cc1O | -10 | 1.1 | -0.7 | -1.8 | -2 | -4 | 0.2 | -41 | -2.2 | 1.2 | 0
5 | Cc1cc(C)nc(NCC(O)CNc2ccccc2Cl)n1 (centres undefined) | -7 | -3.6 | -2.5 | -2.1 | 4 | -2 | -0.7 | -10 | -0.5 | 1.0 | -1
6 | CCCSc1ccc([C@@H]2[C@H]3C(=O)N(CC)C(=O)[C@H]3[C@]3(C(=O)OC)CCCCN23)cc1OC | 10 | -1.0 | -1.2 | -1.3 | -2 | -1 | -0.2 | -7 | -0.2 | 0.2 | -2
7 | CCC1CCc2sc(C(=O)NNC(=O)c3ccncc3)cc2C1 (centres undefined) | 5 | 2.7 | -0.5 | -0.8 | 2 | 6 | 0.0 | -34 | -0.1 | 1.4 | 0
8 | CC(C)CNC(=O)C1(C)CCCN1C(=O)C(C)(C)Oc1ccc(Cl)cc1 (centres undefined) | -15 | 0.5 | -2.7 | -1.2 | -10 | -2 | -0.4 | 15 | / | -0.8 | -7
9 | CC(C)(C)n1nc2c(c1NC(=O)COc1ccccc1F)CS(=O)(=O)C2 | 4 | -1.8 | -1.0 | -1.4 | 4 | -1 | 1.1 | 1 | 0.7 | 1.8 | 8
10 | Cc1ccc(N2C(N)=C(C#N)C(c3cccnc3)C3=C2CCCC3=O)cc1 (centres undefined) | -11 | -0.7 | -0.6 | -0.9 | -1 | 1 | 0.3 | -5 | 0.0 | 4.6 | 0
11 | O=C(COC(=O)/C=C/c1ccc(C(F)(F)F)cc1)Nc1ccc2[nH]c(=O)[nH]c2c1 | -10 | 0.3 | 1.0 | -0.8 | 2 | -1 | -1.4 | 9 | 1.2 | 0.6 | 0
12 | Nc1ccn([C@@H]2O[C@H](C(=O)N3CCN(C(=O)N4CCCCC4)CC3)[C@@H](O)[C@H]2O)c(=O)n1 | -11 | 0.0 | -1.0 | -1.0 | 3 | -3 | 1.0 | 9 | / | / | 0
13 | COCCN(CC(=O)Nc1cccc(C)c1C)C(=O)C1(c2ccc(Cl)cc2)CCC1 | -10 | -2.4 | -2.4 | -0.8 | -12 | -2 | -0.6 | 6 | -0.3 | -4.1 | -16
14 | CC(=O)NC(Cc1ccccc1F)C(=O)NC1CCN(c2ncccc2[N+](=O)[O-])CC1 (centres undefined) | -9 | 0.6 | -0.9 | -1.7 | / | -1 | -1.1 | 4 | 3.0 | -0.2 | /
15 | CC(C)C(=O)NC(=S)NCC(=O)c1ccccc1 | 14 | 3.0 | -0.9 | -1.1 | -7 | 0 | 0.3 | -5 | -0.3 | 0.3 | -2
16 | COc1ccc(C(=O)C[N+]2(C)CCOCC2)cc1 | 9 | -0.8 | 0.3 | -1.1 | / | -3 | 0.5 | 6 | -0.3 | -3.9 | /

Reprinted from the entries so far, 2 compounds:
nr | Compound | ADAM10 inh | hgDAF12 agonist | hcDAF-12 act | ssDAF12 agonist | NPR1 activator | SMARCA2 act | DAX1 inh-1 | sPLA2-III inh | DAX1 inh-2 | FXN GAA850 act | NPR2 activator
15 | CC(C)C(=O)NC(=S)NCC(=O)c1ccccc1 | 14 | 3.0 | -0.9 | -1.1 | -7 | 0 | 0.3 | -5 | -0.3 | 0.3 | -2
16 | COc1ccc(C(=O)C[N+]2(C)CCOCC2)cc1 | 9 | -0.8 | 0.3 | -1.1 | / | -3 | 0.5 | 6 | -0.3 | -3.9 | /

More results:
nr | Compound | ADAM10 inh | hgDAF12 agonist | hcDAF-12 act | ssDAF12 agonist | NPR1 activator | SMARCA2 act | DAX1 inh-1 | sPLA2-III inh | DAX1 inh-2 | FXN GAA850 act | NPR2 activator
17 | CCOc1ccc(C(=O)Nc2cc(-c3nc4ccccc4[nH]3)ccc2C)cc1[N+](=O)[O-] | 15 | -3.5 | -3.0 | -1.5 | 22 | 3 | -0.7 | -32 | -0.8 | 1.3 | 5
18 | Cc1nn(CC(C)C)c(Cl)c1C(=O)N(C)CC(=O)Nc1c(Cl)cccc1Cl | 9 | -1.6 | -0.5 | -0.6 | 1 | 1 | -1.7 | 11 | -0.1 | 2.8 | 8
19 | Cc1cccc(-n2ccc(=O)c(C(=O)Nc3ccc(S(=O)(=O)Nc4nccs4)cc3)n2)c1 | -4 | -1.5 | -0.5 | -0.1 | 9 | -2 | 0.0 | -3 | 0.6 | 2.0 | 0
20 | NS(=O)(=O)c1ccc(CCNC(=O)CSc2nc3ccccc3c(=O)n2CCN2CCOCC2)cc1 | 1 | -1.3 | -0.2 | -1.4 | 2 | 2 | -0.7 | 6 | -0.1 | -0.5 | 4
21 | COc1ccc(C(C(=O)NCC2CCCO2)N(C(=O)Cn2nnc3ccccc32)c2ccc(NC(C)=O)cc2)cc1 (centres undefined) | -11 | 0.3 | 0.0 | -0.9 | -5 | -2 | 0.3 | 2 | -0.3 | 0.0 | 0
22 | Cc1cccc(/C(N)=N/OC(=O)c2ccc(F)cc2)c1 | 8 | 13* | 7.2* | 0.8 | 4 | 2 | 2.4 | 13 | 2.9 | 2.8 | -6
23 | CCCOc1ccc(C2c3c(oc4cc(C)c(C)cc4c3=O)C(=O)N2CCCN2CCOCC2)cc1 (centres undefined) | -36 | 0.5 | -2.0 | -1.0 | 7 | -3 | 1.3 | -9 | -1.0 | -2.1 | 0

Compounds from the list above with a halogen (ten):
nr | Compound | ADAM10 inh | hgDAF12 agonist | hcDAF-12 act | ssDAF12 agonist | NPR1 activator | SMARCA2 act | DAX1 inh-1 | sPLA2-III inh | DAX1 inh-2 | FXN GAA850 act | NPR2 activator
1 | Cc1ccc(NCc2ccccc2F)cc1 | 2 | 4.3 | 6.2* | -0.4 | 4 | 1 | 0.3 | 5 | 0.0 | -0.9 | 3
2 | COCc1nnc(NS(=O)(=O)c2ccc(Br)cc2)s1 | 0 | 1.5 | 3.1 | 0.7 | 0 | 1 | 0.8 | -12 | 1.1 | 0.6 | -2
5 | Cc1cc(C)nc(NCC(O)CNc2ccccc2Cl)n1 (centres undefined) | -7 | -3.6 | -2.5 | -2.1 | 4 | -2 | -0.7 | -10 | -0.5 | 1.0 | -1
8 | CC(C)CNC(=O)C1(C)CCCN1C(=O)C(C)(C)Oc1ccc(Cl)cc1 (centres undefined) | -15 | 0.5 | -2.7 | -1.2 | -10 | -2 | -0.4 | 15 | / | -0.8 | -7
9 | CC(C)(C)n1nc2c(c1NC(=O)COc1ccccc1F)CS(=O)(=O)C2 | 4 | -1.8 | -1.0 | -1.4 | 4 | -1 | 1.1 | 1 | 0.7 | 1.8 | 8
11 | O=C(COC(=O)/C=C/c1ccc(C(F)(F)F)cc1)Nc1ccc2[nH]c(=O)[nH]c2c1 | -10 | 0.3 | 1.0 | -0.8 | 2 | -1 | -1.4 | 9 | 1.2 | 0.6 | 0
13 | COCCN(CC(=O)Nc1cccc(C)c1C)C(=O)C1(c2ccc(Cl)cc2)CCC1 | -10 | -2.4 | -2.4 | -0.8 | -12 | -2 | -0.6 | 6 | -0.3 | -4.1 | -16
14 | CC(=O)NC(Cc1ccccc1F)C(=O)NC1CCN(c2ncccc2[N+](=O)[O-])CC1 (centres undefined) | -9 | 0.6 | -0.9 | -1.7 | / | -1 | -1.1 | 4 | 3.0 | -0.2 | /
18 | Cc1nn(CC(C)C)c(Cl)c1C(=O)N(C)CC(=O)Nc1c(Cl)cccc1Cl | 9 | -1.6 | -0.5 | -0.6 | 1 | 1 | -1.7 | 11 | -0.1 | 2.8 | 8
22 | Cc1cccc(/C(N)=N/OC(=O)c2ccc(F)cc2)c1 | 8 | 13* | 7.2* | 0.8 | 4 | 2 | 2.4 | 13 | 2.9 | 2.8 | -6

Assay outcomes deposited in PubChem by several laboratories.
